Bioassay records as filed in PubChem BioAssay.
Hsp70 displacement: small molecules displacing fluorescent ligand from Hsp70 – biochemical, fluorescence polarization, primary screen (AID 583); displacement, % at 20 µM, or IC50 in µM where a hit was titrated; Hsp70 fluorescence polarization probe displacement, mP; higher % means a stronger effect; 0.06% of 140,000 active; in the data active = displacement above about 50%;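 also: plate controls were vehicle for no effect and reference ligand for full effect; a part of the inactive calls stands beside numbers as strong as those of hits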
MKP-3 inhibition: inhibition of rat DUSP6 enzyme activity – biochemical, in vitro, primary screen (AID 425); recombinant MKP-3 phosphatase activity, fluorescence; higher % means a stronger effect; inhibition, % at 20 µM, or IC50 in µM where a hit was titrated; 0.17% of 110,000 active; in the data active = inhibition above about 50%;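 also: plate controls were vehicle for no effect and reference inhibitor for full effect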
* marks the source's active call; other numbers are inactive results; . = no result given; & = joins results of further samples.

Hsp70 displacement	MKP-3 inhibition	Molecule
2.0%	0%	CC1CCN(c2cc(N3CCC(C)CC3)c([N+](=O)[O-])cc2/C=C(\C#N)c2nn(-c3ccccc3)c(N)c2C#N)CC1
-1.1%	-3%	O=CN(Cc1ccco1)C1(C(=O)NC2CCCCC2)CCCCC1
0.0%	1%	Clc1cc2c(cc1CSc1nc3ccccc3[nH]1)OCO2
-3.4%	4%	COc1ccc(Oc2c(C(F)(F)F)oc3cc(O)ccc3c2=O)cc1
0.6%	-1%	COc1ccc(OC)c(NC(=O)CSc2nnnn2-c2ccc3c(c2)OCO3)c1
-1.3%	2%	C/C(CC(=O)Nc1ccc(Cl)c(C(F)(F)F)c1)=N\NC(=O)c1cnccn1
-2.7%	3%	COC(=O)c1cc(C(=O)Nc2ccc(C)c(Cl)c2)cc([N+](=O)[O-])c1
5.7%	0%	Cc1ccc(Cl)cc1N1CCN(C(c2cccnc2)c2nnnn2C2CCCCC2)CC1 (stereo not drawn)
0.4%	-2%	Clc1ccc(N2CCN(N=Cc3c(Cl)cccc3Cl)CC2)cc1
-0.7%	18%	Cc1ccc(S(=O)(=O)Cn2nnnc2C(C(C)C)N2CCc3ccccc3C2)cc1 (stereo not drawn)
5.7%&-2.8%	-4%&3%	CCN1C(=O)CC(N2CCC(Cc3ccccc3)CC2)C1=O (stereo not drawn)
0.0%	4%	O=C(Nc1cc([N+](=O)[O-])ccc1C(=O)Nc1ccncc1)c1ccccc1
3.7%	-3%	O=C(NC1CCSC1=O)c1cccc(C(=O)NC2CCSC2=O)c1 (stereo not drawn)
5.9%	2%	COc1ccc(/C=c2\sc3nnc(-c4ccccc4)n3c2=O)c(OC)c1
-163%	10%	O=C(O)C(Cc1ccccc1)n1c(O)c(/C=C2\C=Nc3ccccc32)sc1=S (stereo not drawn)
-3.4%	3%	CCOc1cc(/C=C2\SC(=S)N(c3cccc(C)c3C)C2=O)ccc1O
3.9%	1%	O=C(Nc1ccc([N+](=O)[O-])cc1)C1C2C3CCC(C3)C12 (stereo not drawn)
3.9%	0%	Cc1ccc(S(N)(=O)=O)cc1NC(=O)CCCOc1ccc(Cl)cc1Cl
-3.4%	-1%	O=C(/C=C/c1ccc(Cl)cc1)NCC1CCCO1 (stereo not drawn)
7.9%	-14%	O=C1NC2c3ccccc3C(=O)N2c2c1cnn2-c1ccccc1 (stereo not drawn)
4.7%	-9%	COCc1cc(C)nc(SCC(=O)Nc2ccc(C)c(C)c2)c1C#N
0.3%	-2%	Cc1ccc2nc(N3CCCCC3)nc(-c3ccccc3)c2c1
3.4%	2%	CCn1c(C(C)NC(=O)c2cccc(C)c2)nc2ccccc21 (stereo not drawn)
1.7%	3%	O=C(C1CCN(C2CC(=O)N(c3ccc(Cl)cc3)C2=O)CC1)N1CCOCC1 (stereo not drawn)
8.6%	-8%	CCOc1ccc(N=C2NC(=O)C(CC(=O)O)S2)cc1 (stereo not drawn)
-1.1%	4%	CS(=O)(=O)N(Cc1ccc(C(=O)Nc2ccc(Cl)c(C(F)(F)F)c2)cc1)c1ccccc1
2.1%	1%	CSc1ccc(CN2CCN(C(=O)c3ccccc3F)CC2)cc1
2.0%	0%	Cc1cc(N2CCC3(CC2)OCCO3)n2nc(C)c(-c3ccc(Cl)cc3)c2n1
.	0%	OCc1ccnc2c(O)cccc12
-4.5%	3%	CN(Cc1ccco1)C(=O)c1ccc(N2CCCC2=O)cc1

3 structures out of the list, arranged by number of heavy atoms, smallest number first.
Hsp70 displacement	MKP-3 inhibition	Molecule
8.6%	-8%	CCOc1ccc(N=C2NC(=O)C(CC(=O)O)S2)cc1 (stereo not drawn)
2.1%	1%	CSc1ccc(CN2CCN(C(=O)c3ccccc3F)CC2)cc1
3.9%	0%	Cc1ccc(S(N)(=O)=O)cc1NC(=O)CCCOc1ccc(Cl)cc1Cl

(next part)
Hsp70 displacement	MKP-3 inhibition	Molecule
5.2%	-6%	CC(C)(C)NC(=O)Cn1ccc(=N)c2ccccc21
-2.9%	2%	O=C(Nc1cccc(F)c1)c1cc(S(=O)(=O)N2CCCCC2)ccc1Cl
4.6%	0%	COc1cc(C=C2C(=O)NC(=O)NC2=O)ccc1OCCOc1ccc([N+](=O)[O-])cc1
1.8%	1%	Cc1cc(Cl)ccc1OCC(=O)N1C(C)CCCC1C (stereo not drawn)
0.7%	4%	COc1ccc(/C=c2\sc3nnc(-c4ccc(C)cc4)n3c2=O)c(OC)c1
-5.4%	-6%	CCC(CC)C(=O)Nc1nnc(SCC(=O)N2CCN(c3ccccc3OC)CC2)s1
1.7%	-6%	COc1ccccc1NC(=O)Nc1ccc(Br)cn1
0.9%	0%	O=C(CCCSc1nc(-c2ccco2)cc(C(F)(F)F)n1)NCc1cccs1
-4.6%	-13%	CCC(=O)Nc1ccc(-c2nc(-c3ccccc3)n(CC(=O)N3CCCCC3)n2)cc1
3.6%	0%	CCCCn1c(SCC(=O)Nc2cccc(OC)c2)nc2ccc(N3CCOCC3)cc2c1=O
-4.0%	4%	Cc1cccc(OCC(=O)Nc2ccc(N3CCN(S(C)(=O)=O)CC3)cc2)c1C
-2.8%	.	O=C1c2ccccc2NC(c2ccccn2)N1c1ccccc1F (stereo not drawn)
0.9%	-2%	O=C(Nc1cc(-c2ccc(F)cc2)[nH]n1)c1ccccc1[N+](=O)[O-]
1.0%	-6%	O=C(CNC(=O)C1CCCCC1)NC1=NCCS1
-1.9%	.	Cc1ccc(CSCCNC(=O)CN2C(=O)c3ccccc3S2(=O)=O)cc1
-2.0%	-6%	COc1ccccc1Cn1c(=O)c2ccccc2n2c(SCc3csc(C)n3)nnc12
5.7%	-2%	COc1ccc(CN2CCN(C(=O)c3ccccc3OC)CC2)cc1OCc1ccccc1
2.5%	-3%	CCn1c(CNc2ccc(F)cc2)nnc1SCC(=O)Nc1ccc(OC)cc1OC
-0.3%	.	Cc1c(Cl)c(C(=O)NNC(=S)NCc2ccco2)nn1C
-30%	0%	CCOc1cc(/C=C2\Sc3ccccc3C2=O)ccc1OC
1.1%	5%	OCCN1CCN(C(c2cccs2)c2ccc3cccnc3c2O)CC1 (stereo not drawn)
-4.8%	2%	COc1ccc(NC(=O)CSc2nc(C)cc(C)n2)cc1
3.7%	6%	O=C(O)CCC(NS(=O)(=O)c1ccc(-c2ccccc2)cc1)C(=O)O (stereo not drawn)
.	-12%	CCOC(=O)N1CCN(S(=O)(=O)c2ccc(OCC(=O)OC)c(C)c2)CC1
-1.3%	5%	CCCOc1cccc(C(=O)Nc2ccc(OC(F)(F)F)cc2)c1
2.8%	.	COc1cc(NC(=O)c2ccco2)c(C(=O)O)cc1OC
1.4%	-2%	CCCOc1ccc(S(=O)(=O)n2cc(Br)c(=O)[nH]c2=O)cc1
.	-5%	Cc1noc(COc2ccc(OCc3nc(C)no3)cc2)n1
0.4%	-1%	O=C(O)c1cc(-c2cccs2)nc2cc3c(cc12)OCCO3
4.7%	.	c1ccc(-c2nnc(-c3ccccn3)nc2NC2CCCCC2)cc1
7.0%	.	COc1ccccc1/C=N/n1c(N)c(S(=O)(=O)c2cccs2)c2nc3ccccc3nc21
7.1%	-2%	CCCSc1nnc(NC(=O)Nc2ccc(F)cc2)s1
1.9%	5%	Cc1ccc(NC(=O)c2oc3ccc(S(=O)(=O)N4CCOCC4)cc3c2C)cc1C
6.2%	-10%	CCOC(=O)N1CCN(CC(=O)Nc2ccc(OC)cc2)CC1
0.3%	5%	O=C(c1cc(F)c(F)cc1Cl)N1CCN(c2ccc(Cl)cc2[N+](=O)[O-])CC1
8.5%	-3%	COc1cccc(NC(=O)CNC(=O)c2ccccc2)c1
-4.3%	2%	O=C(c1cc([N+](=O)[O-])ccc1F)n1nnc2ccccc21
2.2%	0%	NC1=NC(=O)/C(=C/c2cccc(Oc3ccccc3)c2)S1
3.0%	0%	O=[N+]([O-])c1ccc(CSc2nnc(-c3ccco3)o2)cc1
-62%	-1%	Cc1cccc(-n2c(O)c(C=Nc3ccc4c(c3)OCO4)c3ccccc3c2=O)n1
14%	5%	O=S(=O)(N1CCOCC1)n1nnc2ccccc21
-1.8%	6%	CCc1cccc(NC(=O)c2snc3c(=O)[nH]cnc23)c1
-0.2%	3%	COc1cc(C=C2C(=O)NC(=O)NC2=O)cc(Br)c1OCc1c(C)no[n+]1[O-]
1.1%	-5%	O=C(NC1CCCCC1)c1ccc(CNc2ccccc2)o1
-2.2%	12%	Cn1cc(CNC(=O)C2c3ccccc3Oc3ccccc32)cn1
-0.1%	-1%	O=C(Nc1ccc(Cl)c(Cl)c1)Nc1nnc(COc2ccccc2Cl)s1
0.8%	-6%	COc1ccc(CN2CCN(c3cc(C)nc4c5c(C)cc(C)nc5nn34)CC2)cc1F
-0.2%	3%	CCSc1nnc(NC(=O)NC(CC)(C(F)(F)F)C(F)(F)F)s1
7.4%	9%	Br/C(=C\c1ccccc1)C1Nc2cccc3cccc(c23)N1
4.1%	5%	N/C(=N\OC(=O)CCc1ccccc1)c1ccc(Br)cc1
2.8%	7%	Cc1ccc(S(=O)(=O)OCCOS(=O)(=O)c2ccc(C)cc2)cc1
0.2%	-1%	CSc1ccc(Cn2nnc(C(=O)NCc3ccccc3)c2N)cc1
1.6%	-1%	O=C1C(=O)N(c2nccs2)C(c2ccc(F)cc2)/C1=C(/O)c1ccc(Cl)cc1 (stereo not drawn)
3.8%&4.1%	-3%&0%	CCC(C)c1c(O)nc(SCC(=O)c2ccccc2)[nH]c1=O (stereo not drawn)
1.7%	2%	O=C(O)C12c3ccccc3C(C(=O)O)(c3ccccc31)c1ccccc12
0.7%	-2%	CCN(CC(=O)N1CCOCC1)S(=O)(=O)c1ccc(C)cc1
-0.2%&-1.7%	-8%&2%	COc1ccc(-c2cc(-c3c(O)c(OC)c4occc4c3OC)[nH]n2)cc1OC
-8.4%	6%	COc1ccc(CN2CCN(C(=O)c3cccc(Cl)c3)CC2)cc1Br
1.7%	2%	COc1cccc(NC(=O)Cc2nnc(SCCOc3ccccc3)n2C)c1
-4.5%	-7%	Cc1ccc(CSc2nnc(-c3cccs3)n2C)cc1

(more compounds)
Hsp70 displacement	MKP-3 inhibition	Molecule
-1.3%&-2.8%	-10%&0%	CC1(C)SCC2C(=O)N3C(CSC3(C)C)C(=O)N21 (stereo not drawn)
7.5%	-12%	c1ccc(-n2nnnc2OCCOc2nnnn2-c2ccccc2)cc1
2.3%	3%	COc1ccccc1N(CC(O)CN1CCCCC1)S(=O)(=O)c1ccccc1 (stereo not drawn)
1.9%	-4%	Cc1ccccc1-n1c(SCc2cc(=O)n3ccccc3n2)nc2[nH]ncc2c1=O
2.6%	0%	COc1ccc(CC(=O)NCc2ccccc2)cc1S(=O)(=O)N1CCOCC1
4.0%	-3%	CCCc1ncc(C(O)c2cccc3ccccc23)n1C (stereo not drawn)
1.0%	0%	Cc1ccccc1Nc1nc(N)nc(CN2CCN(c3ccccn3)CC2)n1
6.3%	-7%	Cc1ccc(-c2nnn(CC(=O)NCc3ccccc3)n2)c(-n2cnnn2)c1
2.9%	2%	CCC1(C)CC(CCNCc2ccc(N(C)C)cc2)(c2ccc(OC)cc2)CCO1 (stereo not drawn)
4.0%	-1%	O=C(CCCn1c(SCC(=O)c2ccc(F)cc2)nc2ccccc2c1=O)NCc1ccco1
-0.6%	2%	COc1ccc(N2C(=O)CCC(C(=O)NCCN3CCOCC3)C2c2ccc(OC)c(OC)c2)cc1 (stereo not drawn)
4.8%	-10%	COc1cc(/C=C2/C(=O)NC(=O)N(c3ccc(C)cc3)C2=O)ccc1OCCOc1ccc([N+](=O)[O-])cc1
5.3%	.	CCOC(=O)CCC(=O)Nc1ccc(S(=O)(=O)N2CCC(C)CC2)cc1
-3.2%	5%	O=C(NCCCN1CCCCCC1)C1CC(=O)N(C2CCCC2)C1 (stereo not drawn)
-0.3%	6%	COc1ccc(Nc2cc(C(=O)NCCCN3CCN(C)CC3)c3ccccc3n2)c(OC)c1
-0.1%	.	CCSc1nc(-c2ccc(OC)cc2)cc(-c2ccc(OC)cc2)c1C#N
2.0%	-3%	COc1ccc(S(=O)(=O)N(CC(=O)Nc2cccc3ccccc23)c2ccc(C)cc2)cc1OC
14%	-3%	CCOc1ccc(C2C(C#N)=C(N)N3C(=C2C#N)Sc2ccccc23)cc1 (stereo not drawn)
-0.7%	-5%	Cn1c(=O)oc2cc(S(=O)(=O)N3CCN(c4ccccc4)CC3)ccc21
4.3%	.	CCCCSc1nnc2c(n1)[nH]c1ccccc12
0.9%	.	O=C1NCCN1Cc1ccccc1

Molecules shown so far containing two or more sulfur atoms (13):
Hsp70 displacement	MKP-3 inhibition	Molecule
3.7%	-3%	O=C(NC1CCSC1=O)c1cccc(C(=O)NC2CCSC2=O)c1 (stereo not drawn)
-163%	10%	O=C(O)C(Cc1ccccc1)n1c(O)c(/C=C2\C=Nc3ccccc32)sc1=S (stereo not drawn)
-3.4%	3%	CCOc1cc(/C=C2\SC(=S)N(c3cccc(C)c3C)C2=O)ccc1O
-5.4%	-6%	CCC(CC)C(=O)Nc1nnc(SCC(=O)N2CCN(c3ccccc3OC)CC2)s1
0.9%	0%	O=C(CCCSc1nc(-c2ccco2)cc(C(F)(F)F)n1)NCc1cccs1
-1.9%	.	Cc1ccc(CSCCNC(=O)CN2C(=O)c3ccccc3S2(=O)=O)cc1
-2.0%	-6%	COc1ccccc1Cn1c(=O)c2ccccc2n2c(SCc3csc(C)n3)nnc12
7.0%	.	COc1ccccc1/C=N/n1c(N)c(S(=O)(=O)c2cccs2)c2nc3ccccc3nc21
7.1%	-2%	CCCSc1nnc(NC(=O)Nc2ccc(F)cc2)s1
-0.2%	3%	CCSc1nnc(NC(=O)NC(CC)(C(F)(F)F)C(F)(F)F)s1
2.8%	7%	Cc1ccc(S(=O)(=O)OCCOS(=O)(=O)c2ccc(C)cc2)cc1
-4.5%	-7%	Cc1ccc(CSc2nnc(-c3cccs3)n2C)cc1
-1.3%&-2.8%	-10%&0%	CC1(C)SCC2C(=O)N3C(CSC3(C)C)C(=O)N21 (stereo not drawn)

A portion of the library; rates above refer to the full screens.
